High-throughput results as filed in PubChem.
HTR5A inv ctr: inverse agonist of human HTR5A in OPRM1-OPRD1 counter-screen; 340,000 tested, 0.083% active; HTR5A cell line, luminescence, inverse agonism; P47898; inhibition, % at 9.3 µM; in the data active = inhibition mostly above about 23%, no sharp cut-off; inactive = mostly below about 18%;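 note: 0% = cells with DMSO and 100% = no-cell wells with DMSO; some compounds called inactive have numbers as strong as hits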
Ecoli viability: counter-screen for AddAB inhibitors: E. coli growth inhibition; AID 449728; E. coli V3065 growth, OD600 absorbance, 18 h; 330,000 tested, 0.27% active; inhibition, % at 11.9 µM;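 active = inhibition above the campaign's mean inhibition across all tested compounds plus 3 SD, cut at about 9.9% in these data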;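 note: uninfected addAB+ strain grown without phage in ampicillin broth; 0% = DMSO wells and 100% = ciprofloxacin 0.95 µg/ml wells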
OPRM1-OPRD1 inv: inverse agonist of human OPRM1-OPRD1 heterodimerization | cell-based MOR-DOR heterodimer luminescence, inverse agonism | inhibition, % at 9.3 µM | 340,000 tested, 0.21% active | AID 504357; in the data active = inhibition above about 22%, passing the limit was not always enough;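 note: 0% = cells with DMSO and 100% = wells without cells with DMSO; values of inactives mirror those of a sister screen read the other way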
Target sequence (P35372 whole entry, looked up): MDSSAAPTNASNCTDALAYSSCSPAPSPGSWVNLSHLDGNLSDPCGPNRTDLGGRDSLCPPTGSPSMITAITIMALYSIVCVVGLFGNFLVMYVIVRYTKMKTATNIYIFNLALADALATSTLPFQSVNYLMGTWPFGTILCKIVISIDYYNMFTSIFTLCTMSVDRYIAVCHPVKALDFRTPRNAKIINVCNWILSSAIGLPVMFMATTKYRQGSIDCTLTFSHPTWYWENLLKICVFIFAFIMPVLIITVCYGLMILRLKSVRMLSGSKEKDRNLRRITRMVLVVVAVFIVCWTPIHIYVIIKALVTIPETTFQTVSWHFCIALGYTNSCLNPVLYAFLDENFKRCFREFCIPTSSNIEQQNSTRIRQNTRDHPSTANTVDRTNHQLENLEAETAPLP
Target sequence (P41143 whole entry, looked up): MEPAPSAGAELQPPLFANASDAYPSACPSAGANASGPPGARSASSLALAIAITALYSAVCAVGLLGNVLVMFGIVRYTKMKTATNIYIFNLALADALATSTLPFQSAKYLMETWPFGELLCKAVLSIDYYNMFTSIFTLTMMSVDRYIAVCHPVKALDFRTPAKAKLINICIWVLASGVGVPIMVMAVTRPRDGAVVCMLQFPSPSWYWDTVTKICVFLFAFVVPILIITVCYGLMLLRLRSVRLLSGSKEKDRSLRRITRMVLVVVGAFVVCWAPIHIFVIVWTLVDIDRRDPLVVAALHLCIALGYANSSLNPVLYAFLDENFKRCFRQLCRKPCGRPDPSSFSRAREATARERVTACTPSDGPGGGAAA
OPRM1-OPRD1 ag: OPRM1-OPRD1 heterodimerization agonism; P35372+P41143; cells, luminescence; 340,000 tested, 0.3% active; activation, % at 9.3 µM; in the data active = activation above about 18%;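 note: 0% = vehicle-treated cells and 100% = reference agonist; values of inactives mirror those of a sister screen read the other way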
PfHsp90 yeast 2: reduces growth (ATP signal) of yeast expressing P. falciparum Hsp90; S. cerevisiae expressing PfHsp90, BacTiter-Glo ATP, 48 h; yeast lacking PDR1 and PDR3 efflux regulators; inhibition, % at 9.4 µM; 310,000 tested, 0.32% active; AID 504621;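 active = every replicate shows inhibition above about 80%, whatever the replicate mean, limit read from the data; inconclusive = mean inhibition reaches the set limit but some replicate falls short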;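 note: 0% = DMSO neutral controls and 100% = 20 µM radicicol positive controls; yeast relying on Plasmodium falciparum Hsp90 in place of its own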
Tat export inh: blocks Tat-dependent protein export in E. coli. E. coli MC4100 TorA-mCherry Tat export, fluorescence. inhibition, % at 10 µM. 340,000 tested, 0.036% active;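 active = mean replicate inhibition at least 50% and at least half of replicates individually reaching 50%; inconclusive = only one of the two criteria met; inactive = neither criterion met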;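 note: exported cargo escapes ClpAP degradation while cytoplasmic cargo is degraded and loses fluorescence; 0% = median of neutral control wells and 100% = median of NaSCN control wells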
PKA-R1A activ: activates the PKA-R1A holoenzyme complex | P00514+P68181 | PKA-R1A dissociation, Cy5-IP20 fluorescence polarization; scaled: DMSO 0%, 113 µM cGMP 100% | activation, % at 11.4 µM | 340,000 tested, 0.083% active | AID 504707;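 active = percent activation above the mean of all tested compounds plus 3 SD, cut at about 19% in these data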;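 note: higher means more PKAc released from R1A so a rise in polarization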
Mot1-301 SUMO: blocks SUMOylation pathway, rescuing yeast Mot1-301 growth | growth rescue, % at 18.8 µM | 320,000 tested, 1% active | S. cerevisiae Mot1-301 growth rescue, ATP luminescence, 38.5C; percent above DMSO median, 100 means doubled;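 active = every valid replicate shows activation above 250% relative to neutral control wells; inactive = the rest, any valid replicate at or below 250%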;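 note: OY570 slx delta 5 strain wells were the positive control but not used for scaling; some compounds called inactive have numbers as strong as hits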
AddAB inh: less growth of phage-infected E. coli with AddAB | 330,000 tested, 0.29% active | inhibition, % at 11.9 µM | E. coli expressing H. pylori AddAB, absorbance growth; in the data active = inhibition above about 12%;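 note: 0% = vehicle wells of infected cells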
phage Ecoli inh: E. coli growth loss with phage present; growth absorbance; inhibition, % at 11.9 µM; 360,000 tested, 0.26% active; in the data active = inhibition above about 11%
PKA-R2B act: activates the human PKA-R2B holoenzyme complex; PKA-R2B holoenzyme dissociation, Cy5-IP20 fluorescence polarization; R2B truncated from residue 108, S112A mutant; 0% DMSO only, 100% 113 µM cGMP; activation, % at 11.4 µM; 340,000 tested, 0.079% active; AID 504700;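 active = activation above a cutoff set at the mean over all compounds plus 3 SD, cut at about 18% in these data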;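 note: higher means more holoenzyme dissociation and a rise in polarization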
* = called active by the depositor; u = inconclusive; x = no result given.

SMILES	HTR5A inv ctr	Ecoli viability	OPRM1-OPRD1 inv	OPRM1-OPRD1 ag	PfHsp90 yeast 2	Tat export inh	PKA-R1A activ	Mot1-301 SUMO	AddAB inh	phage Ecoli inh	PKA-R2B act
O=[N+]([O-])c1ccc(C2Nc3cccc4cccc(c34)N2)cc1	-3	0.2	-32	5.4	-45	8	-4	2	4.2	2.4	-5
COc1ccc(NC(=O)CSc2nc3ccccc3c(=O)n2CCC(=O)N2CCCCC2)cc1	5	0.1	-1	0.3	6	3	2	-8	4.9	1.7	-4
COc1cc(C(=O)Oc2ccccc2/C=N/NC(=O)c2ccc(C)c(Cl)c2)cc(OC)c1OC	-3	-1.6	8	-1.4	8	-2	1	86	3.4	3.9	6
Cc1ccc(N2C(N)=NC(N)=NC23CCCC3)c(C)c1	2	-1.4	15	-3.6	-14	-1	0	51	2.2	2.2	-5
C=CCc1cc(C=O)cc(OC)c1OCc1c(Cl)cccc1Cl	-16	-0.8	-8	1.4	-2	6	-9	-4	-1.1	2.7	-2
COCCn1c(-c2cccc([N+](=O)[O-])c2)nc2c1c(=O)[nH]c(=O)n2Cc1ccccc1	15	-1.1	-8	1.6	10	u	0	10	1.0	5.4	6
C=CCOc1ccc(/C=C2\SC(=S)N(C(C(=O)O)c3ccccc3)C2=O)cc1 (stereo unspecified)	-10	x	21	-4.0	-7	2	-7	x	x	3.1	-6
c1ccc(N2CCN(Cc3nc4ccccc4[nH]3)CC2)nc1	-1	-0.8	-12	1.5	-8	-12	-1	1	-1.6	3.4	-4
Cc1cc(C(=O)Cn2nc(C(=O)O)c3ccccc3c2=O)c(C)n1-c1ccccc1	-6	0.0	-17	3.2	-14	-4	-2	-1	1.9	4.2	-5
Cc1ccc(N(C(=O)CCC(=O)Nc2ccccn2)C(C(=O)NC(C)C)c2ccc(F)cc2)cc1 (stereo unspecified)	-9	-0.9	13	-2.5	12	3	8	4	1.2	0.7	1
Cc1ccc(C(=O)NNC(=O)C(C)Oc2ccccc2F)cc1S(=O)(=O)N1CCOCC1 (stereo unspecified)	-7	0.5	-17	2.6	x	5	-9	56	1.4	2.6	-15
CC(C)CN(CC(C)C)C(=O)Nc1cccc([N+](=O)[O-])c1	12	1.3	14	-2.6	2	-4	-21	-10	2.5	2.1	-6
COc1ccc(-c2nnc(SCC#N)o2)cc1	-20	0.6	15	-2.8	6	0	-3	-4	2.8	2.0	-9
Cc1ccc(S(=O)(=O)NCCNc2ccc([N+](=O)[O-])cc2C(F)(F)F)cc1	-6	-1.1	-21	4.8	-6	3	6	1	-0.3	3.0	-10
CCc1ccc(-c2nc(NC(=S)NC(=O)c3cccs3)sc2C)cc1	-11	-0.8	3	-0.5	-13	-13	9	-6	2.3	-0.1	1
Cc1ccc(C)c(NC(=S)NC(NC(=O)Cc2ccccc2)C(Cl)(Cl)Cl)c1 (stereo unspecified)	15	-2.1	-18	3.6	x	-1	3	59	1.8	0.5	-2
CCOc1ccc(CCNC(=O)c2ccc(OCc3c(C)noc3C)cc2)cc1OCC	0	3.0	-6	0.9	-14	0	-1	523	3.4	2.9	-7
O=C(O)c1ccc(NC(=O)c2ccccc2NC(=O)c2cccc(F)c2)cc1	-9	-0.6	1	-0.2	-2	-4	2	-12	-0.8	2.6	9
COc1cccc(CNC(=O)CCC(=O)N2CC(C)Oc3ccccc32)c1OC (stereo unspecified)	-5	-2.3	4	-0.7	0	-1	-2	18	-3.3	4.5	-8
O=c1c2ccccc2nc(CSc2nnnn2-c2ccccc2)n1-c1ccccc1Cl	10	-4.8	9	-1.6	-1	-6	12	4	-1.6	-2.2	7
O=[N+]([O-])c1ccc(O)c(CN2CCCCCC2)c1	1	-0.5	-9	1.8	-14	-1	-4	-2	6.8	4.1	-2
Cc1cccc(-n2c(-c3csc(C)c3C)n[nH]c2=S)c1	10	-2.0	-2	0.4	-35	-5	7	108	0.2	0.1	-9
O=S(=O)(c1ccc(Oc2ccc(Br)cc2F)nc1)N1CCCCC1	2	-0.2	-2	0.3	x	1	0	-14	4.1	2.9	1
CCN(CC)S(=O)(=O)c1ccc2c(c1)N(CC(=O)NCc1ccccn1)C(=O)CO2	3	-2.4	10	-2.1	24	0	0	8	-2.3	2.9	-2
Cc1cc(C)cc(NC(=O)c2ccc(CNc3c(N4CCCC4)c(=O)c3=O)cc2)c1	-5	1.3	14	-2.8	23	8	-21	6	0.2	2.1	-8
COc1cc(/C=C/C(=O)OCC(=O)N(CC(C)C)c2c(N)n(Cc3ccccc3)c(=O)[nH]c2=O)ccc1O	-16	x	8	-1.9	-1	-10	0	x	x	-0.1	-3
CC(O)CNc1nc2c(c(=O)n(Cc3ccccc3)c(=O)n2C)n1C (stereo unspecified)	-15	-1.9	6	-1.2	-14	-1	2	0	0.2	3.0	3
CC(=O)NCCCC(=O)NN1C(=S)N(Cc2ccccc2)C(=O)C1CC(=O)Nc1cccc(C)c1 (stereo unspecified)	8	-0.6	5	-1.0	x	2	-5	4	-3.0	1.4	1
Cc1ccc(-c2nnc(N3CCN(C(=O)c4ccco4)CC3)c3ccccc23)cc1	7	-0.4	5	-0.9	13	-5	-4	8	-0.4	2.2	9
Cc1c(Cl)cccc1-n1ccnc1SCC(=O)O	7	1.6	23	-3.7	-22	-16	5	-10	3.6	1.9	7
O=C(Nc1cccc(Cl)c1N1CCCCC1)c1ccc2c(c1)OCCO2	21	1.7	5	-1.0	-21	0	4	-19	2.3	1.8	7
Cc1ccc(C2C3=C(CCCC3=O)N=C3c4ccccc4C(=O)C32)cc1 (stereo unspecified)	1	3.4	11	-2.1	-55	2	3	6	1.1	3.5	-5
CCOC(=O)c1sc(NC(=O)CN2C(=O)NC3(CCCCCCC3)C2=O)c(C(=O)OCC)c1C	24	-1.0	12	-2.3	-21	-4	-10	-6	-1.6	0.5	-2
C=CCN(C(=O)CNC(=O)c1ccco1)C(C(=O)NC1CCCCC1)c1ccc(OC)cc1 (stereo unspecified)	-1	0.4	2	-0.4	-3	-5	5	104	0.1	1.4	4
CC(C)(C)CC(=O)Nc1ccc(C(N)=O)cc1	-3	-0.6	16	-3.8	2	-4	2	56	-1.0	0.9	-3
COc1ccccc1/C=N/N1C(=O)c2cccc3cccc(c23)C1=O	7	1.2	-4	0.9	43	3	8	-12	1.3	3.7	11
CCOC(=O)c1c(NC(=O)COc2cccc3c2CCN(C)C3=O)sc2c1CCC2	-24	-2.0	1	-0.3	-27	-6	-5	-1	-1.0	0.9	-10
COCCNc1nc(SCC(=O)N2CCN(c3ccccc3)CC2)nc2ccccc12	-1	-1.5	16	-3.1	1	1	-12	-6	2.2	-1.0	-6
OC1CC2CCC(C1)N2CCCN1c2ccccc2Sc2ccc(Cl)cc21 (stereo unspecified)	-8	x	-2	0.3	x	-3	1	x	x	2.8	-8
Cc1c(C)c2ccc(OCC(=O)Nc3cccnc3)cc2oc1=O	7	0.8	5	-1.0	12	0	-6	5	1.6	2.1	-1
C/C(=N\NC(=S)NC(C)C)c1ccc(-n2ccnc2)cc1	15	-1.0	16	-3.2	x	-10	-4	40	5.1	1.5	-10
Cc1ccc(S(=O)(=O)N2CCC[C@H]2C(=O)OCC(=O)N2c3ccccc3NC(=O)C2(C)C)cc1	1	x	5	-1.3	x	-3	-3	x	x	1.8	-10
COc1ccc(CC(=O)NNC(=S)Nc2ccccc2)cc1Br	11	2.3	8	-2.0	-35	3	2	-4	2.4	-0.4	-9
Cc1ccccc1CNC(=O)C1CCN(c2nnc(N3CCCC3=O)s2)CC1	10	0.9	5	-0.9	13	1	-3	-5	-2.6	1.1	-2
CCOC(=O)/C(C#N)=C\c1cc(C)n(-c2ccccc2)c1C	0	0.1	7	-1.2	x	-4	-15	-2	0.1	2.0	4
O=C(CSc1nnc(CNC(=O)c2ccco2)o1)Nc1ccc(Br)cc1	-3	0.4	7	-1.3	-4	-5	-15	57	2.5	4.2	-3
CC(C)c1ccc(N2C(=NC(=O)C3CCCO3)SC3CS(=O)(=O)CC32)cc1 (stereo unspecified)	-11	-3.1	-1	0.2	-14	-2	-3	0	1.5	1.1	7
CC(C)Cn1ccc(=O)n(CC(C)C)c1=O	-4	-1.1	1	-0.2	1	-8	-6	13	-0.8	0.9	-3
CCCSc1nc(C)c(CC(=O)O)c(=O)[nH]1	2	-0.1	11	-1.9	7	2	-3	x	2.1	1.0	-2
Cc1onc(-c2ccccc2)c1C(=O)N1CCN(S(=O)(=O)c2ccc3c(c2)OCCO3)CC1	-48	-0.4	1	-0.2	x	4	-3	4	-0.2	3.1	-2

Remaining list, next part.
SMILES	HTR5A inv ctr	Ecoli viability	OPRM1-OPRD1 inv	OPRM1-OPRD1 ag	PfHsp90 yeast 2	Tat export inh	PKA-R1A activ	Mot1-301 SUMO	AddAB inh	phage Ecoli inh	PKA-R2B act
CCOC(=O)C1(Cc2ccccc2)CCN(Cc2cnn(CC)c2)CC1	6	0.9	-125	17	3	3	4	0	-0.7	6.7	-3
CC(C(=O)Nc1ccc(Cl)cc1Cl)N1C(=O)NC2(CCCC2)C1=O (stereo unspecified)	5	0.4	-12	1.4	19	2	-5	11	3.0	1.8	-10
CCNc1nc(Oc2ccc(=O)[nH]n2)nc(SC)n1	-10	-0.1	14	-2.5	11	-10	-3	5	-1.9	3.3	0
Cc1noc(C)c1COC(=O)c1cccc(S(=O)(=O)N2CCCCCC2)c1	9	-3.8	-2	0.3	-17	-8	-5	172	-1.9	-1.5	6
CCOC(=O)CNC(=O)CN1C(=O)CC(c2ccccc2)S(=O)(=O)c2ccccc21 (stereo unspecified)	-22	0.2	7	-1.3	-4	-3	1	10	1.6	1.6	-6
O=C(COC(=O)c1cc[n+]([O-])cc1)Nc1ccccc1Sc1ccccc1	1	-1.4	8	-1.6	27	-9	12	15	-1.2	3.3	-15
CCOc1ccc2[nH]c(=O)c(CN(CCCN3CCOCC3)Cc3nnnn3Cc3ccc(OC)cc3)cc2c1	-1	-2.6	0	0.0	-3	-8	2	x	-1.0	2.4	-3
Cc1ccc(Sc2ccc(S(=O)(=O)Nc3ccc(CC(=O)O)cc3)cc2)cc1C	6	0.9	7	-1.9	-28	12	3	-11	1.0	2.1	3
COc1ccc(C2=NS(=O)(=O)N(C)C(C(=O)N3CCc4ccccc4C3)=C2)cc1OC	8	-1.4	4	-0.9	16	0	-5	-6	5.3	1.7	-5
CCN(C(=O)c1ccco1)c1nc(-c2ccc(OC)cc2)cs1	3	0.0	-3	0.6	-13	3	-10	-15	-3.1	-0.2	-2
c1ccc2sc(N3CCN(Cc4nnnn4CC4CCCO4)CC3)nc2c1 (stereo unspecified)	-4	1.4	5	-0.9	-1	-9	10	-6	2.8	2.4	-5
